Screens deposited in PubChem BioAssay by Broad Institute.
TcdB GH inh: TcdB glycohydrolase inhibition; TcdB glycohydrolase enzymatic assay, plate reader; inhibition, % at 9.99 µM; actives 0.24% (n = 350,000); in the data active means inhibition above about 10%
* marks the source's active call; other numbers are inactive results. An excerpt (hit frequency here may not be typical).

Start of the data: the first twelve compounds as a preview:
SMILES	TcdB GH inh
Cc1noc(C)c1NC(=O)Nc1ccc2c(c1)C(=O)N([C@H](C)CO)C[C@H](C)[C@@H](CN(C)S(C)(=O)=O)OCCCC[C@H](C)O2	-1.3
C[C@@H]1CCCCO[C@H](CN(C)C(=O)Nc2ccc(F)cc2)[C@@H](C)CN([C@H](C)CO)C(=O)c2cc(NC(=O)C3CCCCC3)ccc2O1	0.3
O=C(c1ccccc1F)N1CC(=O)N2[C@@H](CO)[C@@H](c3ccc(-c4cccnc4)cc3)[C@@H]2C1	1.4
Cc1noc(C)c1NC(=O)Nc1ccc2c(c1)C(=O)N([C@H](C)CO)C[C@H](C)[C@H](CN(C)S(=O)(=O)c1cccs1)OCCCC[C@H](C)O2	-1.4
CCNC(=O)[C@@H]1[C@@H](CO)[C@@H]2Cn3c(ccc(-c4cncnc4)c3=O)[C@@H]2N1C(=O)NC1CCCC1	-0.8
C[C@@H]1CN([C@@H](C)CO)C(=O)c2cc(C#Cc3ccccc3F)cnc2O[C@@H]1CN(C)C(=O)Cc1ccccc1	2.3
C[C@H](CO)N1C[C@H](C)[C@H](CN(C)Cc2ccccc2)Oc2cc(C3=CCCC3)ccc2S1(=O)=O	0.9
C[C@@H]1CN([C@H](C)CO)C(=O)c2cc(NS(=O)(=O)c3ccc(Cl)cc3)ccc2O[C@@H]1CN(C)Cc1ccccc1	0.7
C/C=C/c1cnc2c(c1)C(=O)N([C@@H](C)CO)C[C@@H](C)[C@H](CN(C)C(=O)c1cccnc1)O2	-0.1
CO[C@@H]1CN(C)C(=O)c2cc(NC(=O)C3CCOCC3)ccc2OC[C@@H](C)N(C(=O)C2CCOCC2)C[C@H]1C	0.1
C[C@@H]1CCCCO[C@H](CN(C)C(=O)Nc2cccc3ccccc23)[C@@H](C)CN([C@H](C)CO)C(=O)c2cc(NC(=O)c3ccncc3)ccc2O1	-0.3
OC[C@@H]1[C@H](c2ccc(C3=CCCCC3)cc2)[C@@H]2CN(CCC(F)(F)F)CCCCN12	1.2

This part in full, previewed entries included:
SMILES	TcdB GH inh
Cc1noc(C)c1NC(=O)Nc1ccc2c(c1)C(=O)N([C@H](C)CO)C[C@H](C)[C@@H](CN(C)S(C)(=O)=O)OCCCC[C@H](C)O2	-1.3
C[C@@H]1CCCCO[C@H](CN(C)C(=O)Nc2ccc(F)cc2)[C@@H](C)CN([C@H](C)CO)C(=O)c2cc(NC(=O)C3CCCCC3)ccc2O1	0.3
O=C(c1ccccc1F)N1CC(=O)N2[C@@H](CO)[C@@H](c3ccc(-c4cccnc4)cc3)[C@@H]2C1	1.4
Cc1noc(C)c1NC(=O)Nc1ccc2c(c1)C(=O)N([C@H](C)CO)C[C@H](C)[C@H](CN(C)S(=O)(=O)c1cccs1)OCCCC[C@H](C)O2	-1.4
CCNC(=O)[C@@H]1[C@@H](CO)[C@@H]2Cn3c(ccc(-c4cncnc4)c3=O)[C@@H]2N1C(=O)NC1CCCC1	-0.8
C[C@@H]1CN([C@@H](C)CO)C(=O)c2cc(C#Cc3ccccc3F)cnc2O[C@@H]1CN(C)C(=O)Cc1ccccc1	2.3
C[C@H](CO)N1C[C@H](C)[C@H](CN(C)Cc2ccccc2)Oc2cc(C3=CCCC3)ccc2S1(=O)=O	0.9
C[C@@H]1CN([C@H](C)CO)C(=O)c2cc(NS(=O)(=O)c3ccc(Cl)cc3)ccc2O[C@@H]1CN(C)Cc1ccccc1	0.7
C/C=C/c1cnc2c(c1)C(=O)N([C@@H](C)CO)C[C@@H](C)[C@H](CN(C)C(=O)c1cccnc1)O2	-0.1
CO[C@@H]1CN(C)C(=O)c2cc(NC(=O)C3CCOCC3)ccc2OC[C@@H](C)N(C(=O)C2CCOCC2)C[C@H]1C	0.1
C[C@@H]1CCCCO[C@H](CN(C)C(=O)Nc2cccc3ccccc23)[C@@H](C)CN([C@H](C)CO)C(=O)c2cc(NC(=O)c3ccncc3)ccc2O1	-0.3
OC[C@@H]1[C@H](c2ccc(C3=CCCCC3)cc2)[C@@H]2CN(CCC(F)(F)F)CCCCN12	1.2
COc1ccc(S(=O)(=O)Nc2cccc3c2O[C@H](CN(C)C(=O)NC2CCCCC2)[C@H](C)CN([C@H](C)CO)C3=O)cc1	0.3
COCC(=O)N(C)C[C@@H]1Oc2ncc(-c3ccc(C)cc3)cc2C(=O)N([C@H](C)CO)C[C@H]1C	1.4
C[C@@H]1CN([C@@H](C)CO)C(=O)Cc2cc(NC(=O)C3CC3)ccc2O[C@H]1CN(C)S(=O)(=O)c1cccs1	0.0
C[C@@H]1CN([C@@H](C)CO)C(=O)c2c(c3ccccc3n2C)-c2ccccc2CO[C@H]1CN(C)Cc1cccc(O)c1	1.5
C[C@@H]1CCCCO[C@H](CN(C)Cc2ccc(C(F)(F)F)cc2)[C@H](C)CN([C@H](C)CO)C(=O)c2cc(NC(=O)CCC(F)(F)F)ccc2O1	1.9
Cn1cnc(CCNC(=O)C[C@H]2CC[C@H]3[C@@H](COC[C@@H](O)CN3C(=O)C3CCCC3)O2)c1	0.3
C[C@H](CO)N1C[C@H](C)[C@@H](CN(C)C(=O)C2CC2)Oc2cc(C#C[C@@H](C)O)ccc2S1(=O)=O	0.8
CC(C)CC#Cc1ccc2c(c1)O[C@H](CN(C)Cc1ccncc1)[C@@H](C)CN([C@H](C)CO)S2(=O)=O	-0.8
C[C@@H]1CN([C@H](C)CO)C(=O)c2cc(NC(=O)Nc3cccc4ccccc34)ccc2O[C@@H](C)CCCCO[C@H]1CN(C)C(=O)c1ccccc1	0.8
CCC(=O)Nc1ccc2c(c1)C(=O)N(C)[C@H]1CC[C@H](CC(=O)Nc3ccccc3OC)O[C@@H]1CO2	-12
C[C@H]1CN([C@@H](C)CO)C(=O)c2cccc(NS(C)(=O)=O)c2O[C@@H]1CN(C)Cc1ccccc1	0.6
CCC(=O)Nc1ccc2c(c1)C(=O)N(C)[C@H]1CC[C@H](CC(=O)NCCN3CCCCC3)O[C@H]1CO2	-1.4
C[C@@H]1ON(C)[C@H]2C[C@H]3c4[nH]c5cccc(-c6cccc(F)c6)c5c4CCN3C(=O)[C@@H]12	0.5
COc1ccc(-c2ccc([C@@H]3[C@H](CO)N4CCCCN(C(=O)Cc5ccncc5)C[C@@H]34)cc2)cc1	-0.4
C[C@H](CO)N1C[C@H](C)[C@H](CN(C)C(=O)C2CC2)Oc2ncc(C#CC3CCCC3)cc2C1=O	-0.1
COc1ccccc1-c1cn(CC[C@@H]2CC[C@H](NC(=O)C3CCCC3)[C@@H](CO)O2)nn1	-5.9
C[C@H](CO)N1C[C@H](C)[C@H](CN(C)C(=O)Nc2ccc(C(F)(F)F)cc2)Oc2ccc(NC(=O)C3CC3)cc2C1=O	4.4
CO[C@@H](CN(C)Cc1ccc2c(c1)OCO2)[C@@H](C)CN(C(=O)Nc1ccc(F)cc1)[C@@H](C)CO	-0.3
C[C@@H]1CN([C@H](C)CO)S(=O)(=O)c2ccc(C#CCC3CCCC3)cc2O[C@H]1CN(C)C(=O)CC1CC1	0.1
COc1cccc(-c2cn(CC[C@H]3CC[C@@H](NS(=O)(=O)c4ccccc4Cl)[C@@H](CO)O3)nn2)c1	-0.3
CNC[C@@H]1Oc2ccc(NC(=O)Nc3cccc4ccccc34)cc2C(=O)N([C@H](C)CO)C[C@@H]1C	-5.9
CCCNC(=O)C[C@H]1CC[C@@H]2[C@H](COC[C@H](O)CN2C(=O)Nc2ccccc2OC)O1	-12
C[C@H](CO)N1C[C@H](C)[C@@H](CN(C)Cc2ccncc2)OCCCC[C@H](C)Oc2ccc(NC(=O)c3ccccc3)cc2C1=O	-1.2
O=C(C[C@H]1CC[C@H]2[C@@H](COC[C@@H](O)CN2C(=O)Nc2ccc(Cl)cc2)O1)N1CCCCC1	-2.8
COCC#Cc1ccc2c(c1)O[C@@H](CN(C)Cc1ccc3c(c1)OCO3)[C@@H](C)CN([C@H](C)CO)S2(=O)=O	-0.2
O=C(C[C@H]1C[C@@H]2c3cc(NC(=O)C4CCOCC4)ccc3O[C@@H]2[C@H](CO)O1)NCCc1ccccc1	0.0
Cc1ccc(S(=O)(=O)N(C)C[C@@H]2OCCCC[C@H](C)Oc3ccc(NS(=O)(=O)c4cn(C)cn4)cc3C(=O)N([C@@H](C)CO)C[C@H]2C)cc1	0.4
C[C@H]1CN([C@@H](C)CO)C(=O)c2cc(NC(=O)C3CC3)ccc2O[C@@H]1CN(C)C(=O)Nc1ccccc1	0.2
O=C(C[C@@H]1C[C@@H]2c3cc(NC(=O)c4cccnc4)ccc3O[C@@H]2[C@@H](CO)O1)NCc1cccnc1	-0.5
NCC[C@@H]1CC[C@@H](NC(=O)NC2CCCCC2)[C@H](CO)O1	0.6
CCC(=O)N1C[C@H]2[C@@H](c3ccccc31)[C@@H](CO)N2Cc1ccccc1Cl	0.0
C[C@H]1CN([C@@H](C)CO)C(=O)c2cccc(NS(=O)(=O)c3ccc(F)cc3)c2O[C@@H]1CN(C)C(=O)Nc1ccc(F)cc1	-0.3
C[C@H]1CCCCO[C@@H](CN(C)C(=O)Nc2ccccc2)[C@@H](C)CN([C@@H](C)CO)C(=O)c2cc(NC(=O)Cc3ccccc3)ccc2O1	-0.4
CN(C)C(=O)c1cccc(-c2ccc3c(c2)[C@@H]2[C@@H](CCN2C(=O)c2ccccc2)[C@H](CO)N3C)c1	0.7
COc1ccc(-c2ccc3c(c2)[C@H]2[C@H](CCN2Cc2cncnc2)[C@H](CO)N3)cc1	2.4
Cc1ccc(S(=O)(=O)Nc2ccc3c(c2)C(=O)N([C@H](C)CO)C[C@@H](C)[C@@H](CN(C)S(=O)(=O)c2ccccc2)OCCCC[C@@H](C)O3)cc1	-1.7
C[C@H]1CN([C@@H](C)CO)C(=O)Cc2cc(NC(=O)Cc3ccccc3)ccc2O[C@H]1CN(C)Cc1ccc(Oc2ccccc2)cc1	0.0
C[C@H](CO)N1C[C@H](C)[C@@H](CN(C)C(=O)Nc2cccc3ccccc23)Oc2ccc(NC(=O)CCC(F)(F)F)cc2C1=O	-0.7
Later entries:
SMILES	TcdB GH inh
CNC[C@H]1Oc2ccc(NS(=O)(=O)c3ccc(OC)cc3)cc2CC(=O)N([C@@H](C)CO)C[C@H]1C	-1.3
CC(C)C#Cc1cnc2c(c1)C(=O)N([C@@H](C)CO)C[C@@H](C)[C@@H](CN(C)C(=O)c1ccccc1)O2	1.2
CCCC#Cc1ccc([C@@H]2[C@H]3CN(C(=O)c4ccc5c(c4)OCO5)CCCCN3[C@H]2CO)cc1	0.1
CC(=O)NC[C@@H]1[C@H](c2ccc(-c3cccnc3)cc2)[C@H](CO)N1C(=O)C1CC1	-0.7
O=C(C[C@@H]1C[C@@H]2c3cc(NC(=O)C4CCC4)ccc3O[C@@H]2[C@@H](CO)O1)NCCN1CCCCC1	0.4
CN(C[C@H]1[C@H](c2ccccc2)[C@@H](CO)N1CC1CC1)C(=O)c1ccccc1	-0.9
O=C(N[C@H]1CC[C@@H](CCNS(=O)(=O)c2ccc(F)cc2)O[C@@H]1CO)C1CC1	-0.9
CCCc1cn([C@H]2C[C@@H]3O[C@H](CO)CC[C@@H]3O[C@@H]2CCc2ccc(-c3ccccc3C#N)cc2)nn1	0.8
CCCNC(=O)N1CC(=O)N2[C@H](CO)[C@H](c3ccc(-c4ccncc4)cc3)[C@@H]2C1	-1.1
CCC(=O)N(C)C[C@@H]1Oc2ncc(C#C[C@@H](C)O)cc2C(=O)N([C@@H](C)CO)C[C@H]1C	0.1
O=C(C[C@H]1CC[C@@H]2[C@H](COC[C@@H](O)CN2CC2CCCCC2)O1)NCC1CC1	0.4
C[C@H](CO)N1C[C@H](C)[C@H](CN(C)C(=O)Nc2ccccc2)Oc2ccc(NC(=O)Nc3cccc4ccccc34)cc2CC1=O	-0.3
O=C(C[C@@H]1CC[C@@H](NC(=O)c2ccc3c(c2)OCO3)[C@@H](CO)O1)NCc1ccc(F)cc1	0.4
COc1ccccc1S(=O)(=O)N[C@@H]1CC[C@@H](CCNC(=O)C2CCOCC2)O[C@H]1CO	-0.8
COc1cccc(CN2CC3(CN(CC4CCOCC4)C3)c3c([nH]c4cc(OC)ccc34)[C@H]2CO)c1	-0.3
CC(C)COC(=O)N(C)C[C@@H]1OCc2cn(nn2)CCCC(=O)N([C@@H](C)CO)C[C@@H]1C	-1.1
CC(=O)N[C@@H]1CC[C@H](CC(=O)NCc2ccc(Cl)cc2)O[C@H]1CO	-4.3
Cc1ccc(Cc2c(-c3cccc(Br)c3)nc3ccc(C)cn23)cc1	1.9
O=C(C[C@@H]1CC[C@@H]2[C@H](COC[C@H](O)CN2C(=O)c2ccncc2)O1)NC1Cc2ccccc2C1	0.1
C[C@H]1CN([C@@H](C)CO)C(=O)c2cc(C#CC3CCCCC3)cnc2O[C@H]1CN(C)C(=O)NC1CCCC1	-7.8
C[C@H](NC(=O)C[C@H]1CC[C@H](NS(=O)(=O)c2cccc(F)c2)[C@@H](CO)O1)c1ccccc1	0.2
Cc1ccc(S(=O)(=O)Nc2cccc3c2O[C@@H](CN(C)C(=O)NC(C)C)[C@H](C)CN([C@H](C)CO)C3=O)cc1	0.5
CN1C(=O)c2cc(NC(=O)c3ccc(F)cc3)ccc2OC[C@H]2O[C@@H](CC(=O)NCC3CC3)CC[C@H]21	8.7
COc1ccc(CN(C)C[C@@H]2OCCCC[C@@H](C)Oc3ccc(NC(=O)Nc4c(C)noc4C)cc3C(=O)N([C@H](C)CO)C[C@@H]2C)cc1	0.3
C[C@H](CO)N1C[C@H](C)[C@H](CN(C)C(=O)Nc2cccc3ccccc23)Oc2ccc(NC(=O)Nc3cccc4ccccc34)cc2C1=O	0.0
O=C(C[C@@H]1CC[C@H]2[C@@H](COC[C@H](O)CN2S(=O)(=O)c2ccccc2)O1)NCc1ccc(-c2ccccc2)cc1	-1.7
CC(C)CC#Cc1ccc2c(c1)O[C@H](CN(C)Cc1cccc(F)c1)[C@H](C)CN([C@@H](C)CO)S2(=O)=O	-0.2
CCCC(=O)Nc1ccc2c(c1)C(=O)N(C)[C@@H]1CC[C@H](CC(=O)NCc3ccccc3)O[C@H]1CO2	0.1
CN(C)CC(=O)Nc1ccc2c(c1)[C@H]1C[C@H](CC(=O)NCc3ccc(-c4ccccc4)cc3)O[C@H](CO)[C@H]1O2	-0.6
CN(C)CC(=O)N1[C@@H]2Cn3c(ccc(-c4cccnc4)c3=O)[C@H]1[C@@H](C(=O)NC1CCCC1)[C@@H]2CO	0.1
C[C@@H]1CN([C@@H](C)CO)C(=O)c2cccc(NS(C)(=O)=O)c2O[C@H]1CN(C)S(=O)(=O)c1cn(C)cn1	-3.5
CO[C@H]1CN(C)C(=O)c2ccc(NC(=O)CC(F)(F)F)cc2OC[C@@H](C)N(C(C)=O)C[C@@H]1C	-2.8
